Spn PMK inh: blocks S. pneumoniae phosphomevalonate kinase. purified PMK, PK/LDH-coupled NADH absorbance 340 nm. inhibition, % at 10 µM. hit rate 0.49% among 65,000;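 active = top-ranked compounds by inhibition in the single 10 µM screen, taking a fixed number of the strongest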;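 note: 0% = full reaction with DMSO carrier and 100% = background rate without enzyme reaction; no value below 0 was filed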
Alkaline phosphatase: inhibition of tissue-nonspecific alkaline phosphatase – biochemical, luminescent (AID 518); purified TNAP enzyme, luminescent substrate readout; higher % means a stronger effect; inhibition, % at 20 µM, or IC50 in µM where a hit was titrated; hit rate 0.09% among 64,000; in the data active = a potency from the dose series; inactive = the rest, 99 in 100 with inhibition below about 22%;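 note: plate controls were vehicle for no effect and reference inhibitor for full effect; many of its hits are not listed in these tables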
HT1080 viability: HT1080 cell viability loss – fluorescence readout (AID 620). HT1080 viability, fluorescence; higher % means a stronger effect. cytotoxicity, % at 10 µM, or EC50 in µM where a hit was titrated. hit rate 0.42% among 87,000;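 note: cells exposed to compound overnight then 4 h with Alamar Blue; 0% = vehicle DMSO and 100% = killing control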
HPDE-C7K KRASV12: viability loss of HPDE-C7K cells – cell-based, fluorescence, HTS, primary screen (AID 431); HPDE-C7K KRASV12 cells, Alamar Blue viability, 48 h; higher % means a stronger effect; cytotoxicity, % at 10 µM, or EC50 in µM where a hit was titrated; hit rate 1.7% among 63,000;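 active = compounds whose percent cytotoxicity in the single-dose primary screen, scaled between solvent and toxic-drug controls, exceeds 50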;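 note: 0% = DMSO solvent wells and 100% = doxorubicin-treated wells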
DPM-DC inhibit: S. pneumoniae DPM-DC inhibition | purified DPM-DC, PK/LDH coupled NADH fluorescence | calls only at 10 µM | hit rate 0.49% among 65,000 | AID 556;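 active = the 320 compounds with the highest percent inhibition in the single-dose primary screen, excluding strongly autofluorescent ones, cut at about 32% in these data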;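 note: kinetic rate of NADH fluorescence loss reporting ADP formed by the decarboxylase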
MK inhibit: blocks S. pneumoniae mevalonate kinase; purified MK, PK/LDH-coupled NADH absorbance 340 nm; inhibition, % at 10 µM; hit rate 0.48% among 65,000; AID 555;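 active = ranked among the strongest by inhibition in the single 10 µM screen, a fixed top-ranked set picked for dose follow-up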; note: no value below 0 was filed
LYP phosphatase: LYP phosphatase inhibitors, primary screen, biochemical, DiFMUP fluorescence, recombinant catalytic domain, 10 µM (AID 606) | 52,000 tested, under 10 active | recombinant LYP catalytic domain, DiFMUP fluorescence; higher % means a stronger effect | one-dose inhibition, % at 10 µM; IC50 in µM for titrated hits;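 active = IC50 under 40 µM in the dose-response test; inactive = IC50 of 40 µM or more, or never dose-tested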
HPDE-C7 viability: cytotoxicity in HPDE-C7 cells, cell-based, fluorescence, HTS (AID 430); hit rate 1.8% among 63,000; cytotoxicity, % at 10 µM; hits with a dose series show EC50 in µM; HPDE-C7 pancreatic duct cells viability, fluorescence; higher % means a stronger effect;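 note: cells exposed to compound for 48 hours before viability readout; 0% = vehicle and 100% = reference cytotoxic drug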
Bfl-1 displacement: Bfl-1 inhibitors, primary screen, biochemical, fluorescence polarization, FITC-Bid, mouse (AID 432). FITC-Bid BH3 peptide fluorescence polarization displacement; higher % means a stronger effect. one-dose displacement, % at 20 µM; IC50 in µM for titrated hits. hit rate 0.02% among 64,000; in the data active = a potency from the dose series; inactive = the rest, 99 in 100 with displacement below about 15%; note: strong numbers were not always called active
Spn PMK inh pilot replicates: further read-out of Spn PMK inh, marked with its call; inhibition, %; measured here: pilot screen replicates
MK inhibit pilot replicates: also measured in MK inhibit; calls as there; inhibition, %; measured here: pilot screen replicates
DPM-DC inhibit pilot screen %: second read-out of DPM-DC inhibit, no call of its own (marks repeat the call); inhibition, %; measured here: pilot screen trials
Active calls of the source: *. Cut-off read from the data, not from the text of the source, unless noted: active = cytotoxicity above about 50%; inactive = the rest.

O=C1c2ccccc2S(=O)(=O)N1CCOc1ccc(F)cc1 was read as Spn PMK inh 9, Alkaline phosphatase 9%, HT1080 viability -7%, HPDE-C7K KRASV12 -11%, DPM-DC inhibit inactive, MK inhibit 0, HPDE-C7 viability -13% and Bfl-1 displacement 3%.
CN(C(=O)C1CCCO1)c1nnc(-c2ccccn2)s1 (stereo not drawn) was read as Spn PMK inh 0, Alkaline phosphatase 7%, HT1080 viability -13%, HPDE-C7K KRASV12 8%, MK inhibit 1, LYP phosphatase 10%, HPDE-C7 viability 8% and Bfl-1 displacement -3%.
COc1ccc(C2C(C#N)=C(N)SC(N)=C2C#N)cc1OC was read as Spn PMK inh 0, Alkaline phosphatase 0%, HT1080 viability -7%, HPDE-C7K KRASV12 -5%, DPM-DC inhibit inactive, MK inhibit 6, LYP phosphatase 5%, HPDE-C7 viability 2% and Bfl-1 displacement -4%.
`CCC(OC(=O)CCc1nc2ccccc2[nH]c1=O)C(=O)c1ccccc1` (stereo not drawn) gave Spn PMK inh 13, Alkaline phosphatase 8%, HT1080 viability 2%, HPDE-C7K KRASV12 -3%, DPM-DC inhibit inactive, MK inhibit 0, LYP phosphatase 4%, HPDE-C7 viability -5% and Bfl-1 displacement -2%.
CC(C)Nc1oc(Cc2cccc3ccccc23)nc1C#N was read as Spn PMK inh 4, Alkaline phosphatase 12%, HT1080 viability 5%, HPDE-C7K KRASV12 -18%, DPM-DC inhibit inactive, MK inhibit 4, LYP phosphatase -17%, HPDE-C7 viability -6% and Bfl-1 displacement 0%.
For CC(=O)N1CCc2cc(S(=O)(=O)NC(C(=O)Nc3ccc4c(c3)OCCO4)C(C)C)ccc21 (stereo not drawn) the results were Spn PMK inh 10, Alkaline phosphatase 11%, HT1080 viability -1%, HPDE-C7K KRASV12 2%, DPM-DC inhibit inactive, MK inhibit 3, LYP phosphatase -6%, HPDE-C7 viability 2% and Bfl-1 displacement -1%.
For Cc1cc(NC(=O)Cn2nnc3sc4c(c3c2=O)CCCC4)no1 the results were Spn PMK inh 18, Alkaline phosphatase 6%, HT1080 viability -2%, HPDE-C7K KRASV12 -7%, DPM-DC inhibit inactive, MK inhibit 0, LYP phosphatase 0%, HPDE-C7 viability -8% and Bfl-1 displacement -8%.
For O=C(c1ccccc1)c1cccn1CC(=O)N1CCN(c2ccc(F)cc2)CC1 the results were Spn PMK inh 9, Alkaline phosphatase 11%, HT1080 viability -7%, HPDE-C7K KRASV12 6%, DPM-DC inhibit inactive, MK inhibit 0, HPDE-C7 viability 2% and Bfl-1 displacement 2%.
COc1cc(NC(=O)c2ccc(C)cc2)c(OC)cc1NC(=O)CN1CCOCC1 was read as Spn PMK inh 0, Alkaline phosphatase 9%, HT1080 viability -2%, HPDE-C7K KRASV12 -4%, DPM-DC inhibit inactive, MK inhibit 0, LYP phosphatase 4%, HPDE-C7 viability 1% and Bfl-1 displacement -3%.
`CCN(C(=O)COc1ccccc1)c1nnc(-c2cccnc2)s1` gave Spn PMK inh 0, Alkaline phosphatase -2%, HT1080 viability 7%, HPDE-C7K KRASV12 -13%, DPM-DC inhibit inactive, MK inhibit 15, LYP phosphatase 11%, HPDE-C7 viability 2% and Bfl-1 displacement -7%.
For COC(=O)C(C)Sc1nc2c(c(=O)n(C)c(=O)n2C)n1CCC(C)C (stereo not drawn) the results were Spn PMK inh 2, Alkaline phosphatase 10%, HT1080 viability 1%, HPDE-C7K KRASV12 -6%, DPM-DC inhibit inactive, MK inhibit 11, LYP phosphatase -5%, HPDE-C7 viability 6% and Bfl-1 displacement 2%.
Screening O=C1CCCN1CN(C(=O)c1ccc2c(c1)OCO2)c1cccc(Cl)c1 returned Spn PMK inh 8, Alkaline phosphatase 2%, HT1080 viability 4%, HPDE-C7K KRASV12 7%, DPM-DC inhibit inactive, MK inhibit 1, HPDE-C7 viability -3% and Bfl-1 displacement 3%.
Screening Cc1c(C(=O)N2CCC(C(N)=O)CC2)sc(N)c1C#N returned Spn PMK inh 7, Alkaline phosphatase 10%, HT1080 viability 0%, HPDE-C7K KRASV12 -15%, DPM-DC inhibit inactive, MK inhibit 5, HPDE-C7 viability -8% and Bfl-1 displacement -4%.
`O=C1CCC(=O)N1OCCOc1ccc2c(c1)CCC2` gave Spn PMK inh 8, Alkaline phosphatase 9%, HT1080 viability 3%, HPDE-C7K KRASV12 4%, DPM-DC inhibit inactive, MK inhibit 3, LYP phosphatase 8%, HPDE-C7 viability -1% and Bfl-1 displacement -2%.
`CCOC(=O)c1ccc2nc3c(cc2c1)CCS3` gave Spn PMK inh 15, Alkaline phosphatase 12%, HT1080 viability 5%, HPDE-C7K KRASV12 -8%, DPM-DC inhibit inactive, MK inhibit 1, LYP phosphatase -14%, HPDE-C7 viability -5% and Bfl-1 displacement -9%.

Already shown: 3 of the compounds above.
Screening Cc1c(C(=O)N2CCC(C(N)=O)CC2)sc(N)c1C#N returned Spn PMK inh 7, Alkaline phosphatase 10%, HT1080 viability 0%, HPDE-C7K KRASV12 -15%, DPM-DC inhibit inactive, MK inhibit 5, HPDE-C7 viability -8% and Bfl-1 displacement -4%.
`O=C1CCC(=O)N1OCCOc1ccc2c(c1)CCC2` gave Spn PMK inh 8, Alkaline phosphatase 9%, HT1080 viability 3%, HPDE-C7K KRASV12 4%, DPM-DC inhibit inactive, MK inhibit 3, LYP phosphatase 8%, HPDE-C7 viability -1% and Bfl-1 displacement -2%.
`CCOC(=O)c1ccc2nc3c(cc2c1)CCS3` gave Spn PMK inh 15, Alkaline phosphatase 12%, HT1080 viability 5%, HPDE-C7K KRASV12 -8%, DPM-DC inhibit inactive, MK inhibit 1, LYP phosphatase -14%, HPDE-C7 viability -5% and Bfl-1 displacement -9%.

Additional compounds:
For CCCCOc1ccc(NC(=O)CSCC(=O)OCC)cc1 the results were Spn PMK inh 17, Alkaline phosphatase 11%, HT1080 viability -3%, HPDE-C7K KRASV12 4%, DPM-DC inhibit inactive, MK inhibit 12, LYP phosphatase 2%, HPDE-C7 viability 0% and Bfl-1 displacement -1%.
`O=C(NCc1ccc2c(c1)OCO2)c1ccc2snnc2c1` gave Spn PMK inh 10, HT1080 viability 0%, DPM-DC inhibit inactive, MK inhibit 3 and LYP phosphatase -6%.
`O=C1C=C(NCCNc2c(F)c(F)c(CO)c(F)c2F)CCC1` gave Spn PMK inh 9, Alkaline phosphatase 7%, HT1080 viability -10%, HPDE-C7K KRASV12 -27%, DPM-DC inhibit inactive, MK inhibit 0, LYP phosphatase -8%, HPDE-C7 viability -16% and Bfl-1 displacement 2%.
CC(C)n1c(Nn2cnnc2)nc2ccccc21 was read as Spn PMK inh 5, Alkaline phosphatase 6%, HT1080 viability -3%, HPDE-C7K KRASV12 2%, DPM-DC inhibit inactive, MK inhibit 4, LYP phosphatase 4%, HPDE-C7 viability 3% and Bfl-1 displacement -9%.
C=CCc1c(C)[nH]c(=S)c(C#N)c1C was read as Spn PMK inh 14, Alkaline phosphatase 5%, HT1080 viability 5%, HPDE-C7K KRASV12 -18%, DPM-DC inhibit inactive, MK inhibit 19, LYP phosphatase -2%, HPDE-C7 viability 1% and Bfl-1 displacement -6%.
Cc1cc(C#N)c(C)n1-c1cc(C(F)(F)F)ccc1N1CCOCC1 was read as Spn PMK inh 14, Alkaline phosphatase 21%, HT1080 viability 7%, HPDE-C7K KRASV12 -12%, DPM-DC inhibit inactive, MK inhibit 0, LYP phosphatase -4%, HPDE-C7 viability -20% and Bfl-1 displacement 0%.
For C=CCNC(=O)c1ccc2nccnc2c1 the results were Spn PMK inh 1, Alkaline phosphatase 11%, HT1080 viability -4%, HPDE-C7K KRASV12 0%, DPM-DC inhibit inactive, MK inhibit 5, LYP phosphatase -4%, HPDE-C7 viability 4% and Bfl-1 displacement 6%.
For CCOC(=O)C(CC)(CCC(=O)O)c1csc(N)n1 (stereo not drawn) the results were Spn PMK inh 14, Alkaline phosphatase 3%, HT1080 viability -13%, HPDE-C7K KRASV12 -9%, DPM-DC inhibit inactive, MK inhibit 0, LYP phosphatase 7%, HPDE-C7 viability -10%, Bfl-1 displacement -9%, Spn PMK inh pilot replicates 0.0, MK inhibit pilot replicates 0.0 and DPM-DC inhibit pilot screen % 3.5.
For CC(=O)Nc1ccc(S(=O)(=O)NCC2CCC(C(=O)NCCC(C)C)CC2)cc1 (stereo not drawn) the results were Spn PMK inh 15, Alkaline phosphatase 9%, HT1080 viability -10%, HPDE-C7K KRASV12 -3%, DPM-DC inhibit inactive, MK inhibit 0, HPDE-C7 viability 6% and Bfl-1 displacement -6%.
Screening COc1ccc(OCCNC(=O)c2ccccc2OCC(=O)N2CCCCC2)cc1 returned Spn PMK inh 5, Alkaline phosphatase 7%, HT1080 viability -4%, HPDE-C7K KRASV12 -9%, DPM-DC inhibit inactive, MK inhibit 14, LYP phosphatase 11%, HPDE-C7 viability 2% and Bfl-1 displacement 6%.
`CCC(=NCCc1ccccc1)C1=C(O)CCC1=O` gave Spn PMK inh 4, Alkaline phosphatase 4%, HT1080 viability -17%, HPDE-C7K KRASV12 1%, DPM-DC inhibit inactive, MK inhibit 5, LYP phosphatase 13%, HPDE-C7 viability 10% and Bfl-1 displacement -2%.
Screening O=S(=O)(NCc1cccnc1)c1cccc2nsnc12 returned Spn PMK inh 4, Alkaline phosphatase 12%, HT1080 viability 0%, HPDE-C7K KRASV12 -1%, DPM-DC inhibit inactive, MK inhibit 2, LYP phosphatase 8%, HPDE-C7 viability 7%, Bfl-1 displacement -2%, Spn PMK inh pilot replicates 4.5, MK inhibit pilot replicates 0.0 and DPM-DC inhibit pilot screen % 0.0.
Screening O=C(CSc1nc2ccccc2o1)Nc1ccccc1 returned Spn PMK inh 1, Alkaline phosphatase 10%, HT1080 viability 7%, HPDE-C7K KRASV12 -15%, DPM-DC inhibit inactive, MK inhibit 7, LYP phosphatase -5%, HPDE-C7 viability -14%, Bfl-1 displacement -9%, Spn PMK inh pilot replicates 0.0, MK inhibit pilot replicates 2.0 and DPM-DC inhibit pilot screen % 4.5.
Screening CC1CCN(S(=O)(=O)c2cccc(C(=O)Nc3ccccn3)c2)CC1 returned Spn PMK inh 8, Alkaline phosphatase 24%, HT1080 viability -4%, HPDE-C7K KRASV12 5%, DPM-DC inhibit inactive, MK inhibit 4, LYP phosphatase 17%, HPDE-C7 viability -10%, Bfl-1 displacement 3%, Spn PMK inh pilot replicates 1.5, MK inhibit pilot replicates 0.0 and DPM-DC inhibit pilot screen % 0.0.
`CC(C)Cn1c(=O)c(C(=O)Nc2cnccn2)c(O)c2ccccc21` gave Spn PMK inh 0, Alkaline phosphatase 2%, HT1080 viability -8%, HPDE-C7K KRASV12 18%, DPM-DC inhibit inactive, MK inhibit 6, LYP phosphatase 10%, HPDE-C7 viability 29% and Bfl-1 displacement 0%.
